hcDAF12 agonist: activators of H. contortus DAF-12 nuclear receptor | 370,000 tested, 1.4% active | HEK293 hcDAF-12 lit1-tk-luc reporter, luminescence; 0% DMSO, 100% Δ7-dafachronic acid | activation, % at 6.8 µM | AID 652067;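 active means activation above the mean of all tested compounds plus 3 SD, cut at about 5.5% in these data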;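 further: 100% = response to 3 µM Δ7-dafachronic acid high control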
SMARCA2 activ: increases SMARCA2 function in MMTV reporter cells; 370,000 tested, 1% active; activation, % at 9.1 µM; MG213 cells, MMTV-luciferase reporter, dexamethasone, overnight; in the data active means activation above about 7.8%;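 further: 0% = vehicle wells and 100% = reference activator wells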
NR1D1 modulator: modulators of human Rev-erb alpha DNA binding. Rev-erbα–FITC-DNA binding, fluorescence polarization, 90 min. 370,000 tested, 0.79% active. P20393. activity, % at 10 µM. AID 1259318;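 active means activity above about 14%, limit read from the data; passing the limit was not always enough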;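 further: 0% = DMSO wells with 35 nM protein and 100% = DMSO wells with 750 nM protein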
PLCb3 inh: PLC-beta3 (human) inhibition, primary screen | Q01970 | Purified PLC-beta3, fluorogenic substrate, fluorescence | inhibition, % at 12.2 µM | 370,000 tested, 0.18% active | AID 720704; in the data active means inhibition above about 11%;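 further: 0% = median of compound wells on plate and 100% = full blocker control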
PLCg1 inh: PLC-gamma1 (human) inhibition, primary screen | purified PLC-gamma1, fluorogenic substrate, fluorescence | inhibition, % at 12.2 µM | 370,000 tested, 0.84% active; in the data active means inhibition above about 9.5%
DAX1 inh-1: NR0B1 (DAX1) inhibition; 340,000 tested, 0.99% active; HEK293 Gal4-DAX1 luciferase reporter, luminescence; P51843; inhibition, % at 6.75 µM; AID 504766;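 active means inhibition above the mean over all tested compounds plus 3 SD, cut at about 4.2% in these data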;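 further: 0% = DAX1-transfected cells with DMSO and 100% = empty-vector control cells with DMSO; inhibition shows as a rise in luminescence from relieved DAX1 repression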
Target sequence (P51843 207-470 limits assumed): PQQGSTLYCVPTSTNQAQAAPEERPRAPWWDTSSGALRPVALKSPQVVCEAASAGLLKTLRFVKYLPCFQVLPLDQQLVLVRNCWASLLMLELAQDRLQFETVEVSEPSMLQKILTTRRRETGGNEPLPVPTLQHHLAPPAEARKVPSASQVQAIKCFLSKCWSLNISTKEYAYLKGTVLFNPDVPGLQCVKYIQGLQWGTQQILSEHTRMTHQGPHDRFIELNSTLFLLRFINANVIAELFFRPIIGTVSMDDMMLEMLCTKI
MBD2 inh: blocks human MBD2 binding to methylated DNA; TR-FRET, MBD2 binding to methylated oligonucleotide; inhibition, % at 4.4 µM; 370,000 tested, 0.31% active; AID 686964; in the data active means inhibition above about 13%
Target sequence (Q9UBB5 whole entry, looked up): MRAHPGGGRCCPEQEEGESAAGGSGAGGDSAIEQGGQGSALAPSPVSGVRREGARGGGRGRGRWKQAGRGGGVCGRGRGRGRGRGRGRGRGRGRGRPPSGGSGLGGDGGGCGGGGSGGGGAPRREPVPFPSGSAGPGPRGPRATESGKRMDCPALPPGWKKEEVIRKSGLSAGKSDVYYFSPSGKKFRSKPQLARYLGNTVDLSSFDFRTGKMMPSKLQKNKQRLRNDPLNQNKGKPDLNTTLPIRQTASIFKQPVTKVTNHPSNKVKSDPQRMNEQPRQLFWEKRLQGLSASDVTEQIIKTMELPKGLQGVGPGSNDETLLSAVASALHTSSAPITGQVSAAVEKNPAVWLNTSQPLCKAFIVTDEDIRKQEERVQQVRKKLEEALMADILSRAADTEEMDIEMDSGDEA
ssDAF-12 act: activates DAF-12 receptor from parasite S. stercoralis | activation, % at 6.8 µM | HEK293 ssDAF-12/GRIP1 lit1-tk-luc reporter, luminescence; % of 3 µM dafachronic acid response | 370,000 tested, 1% active | AID 652126;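 active means activation above the mean over all tested compounds plus 3 SD, cut at about 0.9% in these data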;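 further: 0% = DMSO-only wells and 100% = 3 µM delta7-dafachronic acid wells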
ADAM17 inh: ADAM17 inhibition, QFRET primary screen; P78536; recombinant ADAM17, EDANS/DABCYL FRET peptide cleavage; inhibition, % at 6.95 µM; 370,000 tested, 0.83% active;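 active means inhibition above the mean of compounds lying between control limits plus 3 SD, set per campaign, cut at about 8.5% in these data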;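 further: 0% = DMSO-only wells as the low control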
DAX1 inh-2: DAX1 (NR0B1) inhibition, primary screen. inhibition, % at 6.8 µM. HEK293T StAR-luciferase reporter, SF-1/DAX-1 repression relief. 370,000 tested, 1.1% active. AID 652010;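 active means inhibition above the mean over all tested compounds plus 3 SD, cut at about 3.6% in these data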;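 further: 0% = DAX-1 cells with DMSO and 100% = cells lacking DAX-1 with DMSO; higher inhibition means more luminescence from relief of DAX-1 repression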
hgDAF12 agonist: agonists of H. glycines DAF-12 nuclear receptor; activation, % at 6.8 µM; AID 687014; 370,000 tested, 1.8% active; HEK293 GAL4-hgDAF12 UAS-luciferase reporter, agonist luminescence; normalized to butyrate control;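 active means activation above a cutoff set at the mean of all screened compounds plus 3 SD, cut at about 10% in these data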;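 further: 0% = DMSO wells and 100% = sodium butyrate wells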
* hit, by the source's call; / = no result given; & = joins results of further samples.

SMILES	hcDAF12 agonist	SMARCA2 activ	NR1D1 modulator	PLCb3 inh	PLCg1 inh	DAX1 inh-1	MBD2 inh	ssDAF-12 act	ADAM17 inh	DAX1 inh-2	hgDAF12 agonist
COC(=O)c1sc(NC(=O)c2cc(C)on2)nc1C	-1.5	2.1	1.8	-6.7	2.2	0.9	2.4	-1.2	-0.5	0.1	5.9
O=C(Nc1ccc(C(=O)O)cc1)/C(=C\c1ccco1)NC(=O)c1ccc(Br)o1	-1.0	-2.6	3.1	-80.7	-52.6	-1.4	2.9	-1.1	-4.8	0.4	0.8
Cn1c(NC(=O)c2ccc(Br)o2)cc(=O)n(C)c1=O	1.2	-0.8	-0.5	-1.5	1.4	0.2	-0.1	-1.3	-1.1	0.2	0.4
COc1ccc(/C=N/NC(=O)c2cc[n+]([O-])cc2)cc1O	-1.5	-1.6	2.0	2.5	4.6	0.2	-1.4	-1.2	2.7	-0.3	-3.0
CCOc1ccc(-c2nnc(NC(=O)Cc3cc(OC)c(OC)c(OC)c3)o2)cc1	1.5	8.4*	-0.9	2.8	1.0	-1.3	-1.0	-0.4	-0.9	0.0	1.0
Cc1ccc(S(=O)(=O)N2CCN(S(=O)(=O)c3cccs3)CC2)cc1	-0.9	-1.5	-4.9	-4.9	0.8	-0.8	2.0	-0.9	-6.1	-0.4	0.7
COc1nc(NCCc2ccc(OC)c(OC)c2)nc(NC(C)(C)CO)n1	1.4	-3.6	1.7	-0.2	6.4	-0.3	-1.3	-0.9	0.3	-0.1	-2.4
COC(=O)C1=C(C)N(CC2CCCO2)C(=O)/C1=C\c1ccc(O)cc1 (centres undefined)	1.4	0.3	-2.0	-0.1	-6.2	-0.3	4.4	-0.8	-1.4	0.4	0.4
Clc1ccc(C(Cn2ccnc2)OCc2c(Cl)cccc2Cl)c(Cl)c1 (centres undefined)	-2.6	-5.0	9.3	-7.2	0.0	0.6	-2.9	-1.4	3.4	1.4	-2.6
CC(=O)Nc1nnc(SCC(=O)N2CCCc3ccccc32)s1	-1.4	-3.8	-4.6	-8.4	0.6	1.5	-1.4	-1.2	-5.9	0.4	-1.8
COC(=O)C1(C)CCc2c(ccc3ccccc23)C1=O (centres undefined)	1.1	-1.6	3.0	-116.2	-95.8	/	-3.9	-0.8	-134.1	-0.3	0.9
CC1=C(C(=O)N2CCOCC2)CC(CC(=O)NC2CCCCC2)C(=O)N1Cc1ccc(F)cc1 (centres undefined)	-1.5	5.0	-6.8	5.0	3.1	0.7	-3.1	-0.3	-1.6	-0.7	-0.6
C/C(CC(=O)NCc1ccc(Cl)cc1)=N\NC(=O)c1ccccc1F	0.9	4.9	-1.1	-1.5	-3.1	2.1	-2.4	1.5*	1.1	2.1	14.1*
NC(=O)CCN1CCN(Cc2cn[nH]c2-c2cccc3ccccc23)CC1	-0.8	-3.1	-1.1	-0.7	0.6	1.0	-6.5	-1.1	-7.1	0.2	-4.2
O=C(Nc1ccccc1F)c1cnccn1	-1.2	-1.8	2.9	-3.3	0.8	-1.0	-3.4	-1.6	-4.8	0.0	0.7
CN(C(=O)CSc1nnc(-c2ccccc2F)n1N)C1CCCCC1	-2.0	-4.6	5.2	-1.1	3.2	-0.8	-5.7	-1.4	-6.8	0.2	2.7
CC1CC(=O)Nc2ccccc2N1S(=O)(=O)c1cccs1 (centres undefined)	-1.6	1.4	-0.7	-5.4	1.1	/	0.8	-1.8	-4.1	0.1	-1.0
CCCCc1c(-c2ccccc2OC)ncn1Cc1cc(F)cc(F)c1	-1.8	-8.1	-4.7	-6.4	-2.4	/	4.5	-1.3	-5.7	-0.1	-2.9
Cc1c(C(=O)OCC(=O)N2CCCCC2C)oc2ccccc12 (centres undefined)	2.8	3.8	1.8	-6.0	0.3	0.0	-2.1	-0.5	-2.7	-0.2	2.7
O=C(c1ccc(Cl)s1)N(Cc1nnc(-c2ccccc2Cl)o1)C1CC1	-1.4	-1.0	4.0	-2.2	6.2	0.0	-1.3	-1.0	-1.1	2.2	1.4
COCCN(C(=O)c1cccc(-n2cnnn2)c1)c1c(N)n(CC(C)C)c(=O)[nH]c1=O	0.8	-2.4	8.0	-0.9	1.7	1.8	2.0	-0.9	-2.4	1.1	-0.7
Cc1ccc(S(=O)(=O)NCC(=O)NCC(=O)N(C)Cc2ccc3ccccc3c2)cc1C	-3.5	-3.8	3.4	-4.6	-2.2	-2.3	2.0	-1.3	-0.3	-1.2	-4.2
Cc1cc(C)cc(NC(=S)NCCc2c[nH]c3ccccc23)c1	-2.4	-3.5	-0.2	5.8	5.7	0.5	-0.9	-1.3	16.1*	-0.1	1.2
NCc1ccc(S(N)(=O)=O)cc1	-0.3&-2.0	-1.0&-0.6	-0.8&3.5&-8.5	-2.5&3.3	-0.3&0.3	-0.3&0.1	-0.8&1.6	-0.7&-1.3	-6.0&-3.0	0.0&-1.5	-1.6&1.4
Cc1nc2ccccc2c(=O)n1NC(=O)c1cccc([N+](=O)[O-])c1	-1.0	2.1	-1.7	-1.4	-1.8	0.3	3.4	-0.8	-4.0	0.4	2.8
SMILES	hcDAF12 agonist	SMARCA2 activ	NR1D1 modulator	PLCb3 inh	PLCg1 inh	DAX1 inh-1	MBD2 inh	ssDAF-12 act	ADAM17 inh	DAX1 inh-2	hgDAF12 agonist
CN(C)c1ccc(C2N(C)C(=O)c3ccccc3N2C)cc1 (centres undefined)	-2.0	-1.8	3.5	-38.2	-23.9	0.8	2.4	-1.7	-7.0	0.1	-1.0
O=C(NCC1COc2ccccc2O1)C1(c2ccccc2)CCCC1 (centres undefined)	-1.3	-2.9	0.9	-5.0	-1.3	-1.4	4.4	-1.8	-2.2	-1.6	-4.1
Cc1nn(-c2ccc(N3CCCCC3)nn2)c(C)c1CCC(=O)Nc1cc(F)ccc1F	0.8	4.2	3.1	-9.6	-3.5	-0.9	-6.0	-0.5	-2.6	3.2	5.0
CCCCn1nc2cc(C(=O)NC3CCCc4ccccc43)ccc2c1OCC (centres undefined)	-4.1	-1.4	3.1	-322.4	-233.6	-1.7	-1.6	-1.9	-125.1	-1.0	-0.9
CCc1cc2c(=O)c(-c3nc4ccccc4n3C)c(C)oc2c(CN2CCN(CCO)CC2)c1O	-2.3	-3.2	-11.7	-236.1	-183.6	-1.2	2.1	-2.0	-79.4	0.1	-3.0
Cc1ccc(F)cc1C(=O)N1CCC1(C)C(=O)O (centres undefined)	-2.0	0.7	-4.3	-0.9	2.0	/	-6.1	-1.0	-3.6	-0.8	-0.6
O=C(NCc1ccc(F)cc1)C(c1ccccc1)N(C(=O)c1csnn1)C1CC1 (centres undefined)	-0.1	0.2	-0.1	2.4	0.5	0.4	0.0	-0.3	1.1	0.1	2.6
Cn1c(=O)c2[nH]c(CCCCCCCc3nc4ccccc4[nH]3)nc2n(C)c1=O	-2.5	-10.1	3.0	-2.0	-1.6	-3.0	13.0	-1.6	-2.2	-4.1	-6.8
CCOC(=O)C1(Cc2cccc(OC)c2)CCCN(Cc2cc(C(C)C)n[nH]2)C1 (centres undefined)	-0.8	5.9	-3.2	2.1	2.7	-0.5	-0.4	-1.4	-3.0	-0.3	1.5
COc1cc(/C(C)=N/NC(=O)c2nnn(-c3nonc3N)c2-c2cccs2)ccc1O	-1.1	-2.2	2.3	-22.6	-10.7	-0.9	1.7	-0.8	-7.1	-0.2	6.0
CCCCOc1c(Cl)cc(CNC(C)(C)CO)cc1OCC	-1.9	-0.1	-0.8	4.1	5.4	2.0	-3.2	-1.6	0.6	0.3	-0.6
CCCn1c(N)c(N(CCOC)C(=O)c2ccc(-c3ccc(Cl)cc3)o2)c(=O)[nH]c1=O	0.2	-0.5	-0.3	-7.0	-1.8	-0.5	1.1	-1.1	-5.6	-0.9	1.0
COc1ccc(NC(=O)Nc2cccc3c2O[C@H](CN(C)S(=O)(=O)c2ccccc2)[C@@H](C)CN([C@H](C)CO)C3=O)cc1	-0.4	0.6	-3.6	1.3	-1.1	-0.8	-2.9	-1.5	2.0	-0.4	0.1
COc1ccc(S(=O)(=O)NC(=O)C2(C)CCN2C(=O)CC2CCCC2)cc1 (centres undefined)	0.5	-0.5	-5.8	-2.9	-1.7	/	-1.3	-1.6	-5.2	0.0	2.8
CCC[C@H]1[C@@H](NC(=O)c2cccnc2)CC[C@@]23CCCN2C(=O)CCC[C@@H]13	-1.1	/	9.1	-2.9	2.8	/	1.9	-2.2	-6.0	/	0.8
Cc1ccc(N(CC(=O)NCc2ccncc2)S(C)(=O)=O)cc1	-0.2	0.6	-2.0	-2.0	-4.0	0.9	-0.1	-1.4	1.2	-0.2	0.8
CC(=O)Nc1ccc(NC(=O)C(C)OC(=O)c2ccc3[nH]c(C)c(C)c3c2)cc1 (centres undefined)	-1.6	0.2	3.9	-17.3	-9.7	3.2	-5.2	-1.2	-0.8	-0.8	-1.9
O=C(CCCOc1ccccc1)Nc1nnc(C2CCCO2)s1 (centres undefined)	-0.4	2.4	-3.8	-1.6	-1.2	1.3	-3.1	-0.5	-5.0	0.2	1.0
COc1ccc(-c2cc(C)no2)cc1S(=O)(=O)NCCCN1CCN(c2ccccc2)CC1	-4.3	-2.8	-2.3	-4.1	4.2	-2.4	-2.5	-1.5	0.8	-3.4	-1.8
O=C(NC1CCN(Cc2ccccc2)CC1)c1ccccc1Cl	0.5	-2.1	-2.6	0.4	0.2	-1.1	-3.2	-0.6	-3.4	-0.3	-1.8
Cc1cc(C)nc(NS(=O)(=O)c2ccc(N=Cc3c(C)[nH]n(-c4ccccc4)c3=O)cc2)n1	2.5	-4.2	5.0	-1.6	-2.7	2.0	-7.5	-0.1	-3.0	0.5	0.6
CN(Cc1ccccc1)C(=O)c1cc(-c2ccc(Br)cc2)on1	-1.8	8.1*	-1.1	0.8	1.2	-0.6	-1.0	-1.0	-2.2	-0.3	1.9
CCC(=O)N1CCC1(C)C(=O)Nc1ncc(C)s1 (centres undefined)	1.0	2.0	7.0	2.3	0.7	/	-5.2	-1.0	-2.6	-0.9	2.9
Cc1ccc(NC(=O)CCn2cc(C(F)(F)F)ccc2=O)cc1	-1.5	-0.6	4.0	1.7	3.3	/	1.1	-1.1	-3.0	0.2	1.6
Cc1ccccc1Nc1c(-c2ccc(N3CCOCC3)cc2)nc2ncccn12	-1.9	-0.9	1.1	-456.6	-338.3	3.5	3.4	-2.1	-4.9	0.5	2.4
c1ccc(Cn2nnc3c(N4CCN(Cc5ccc6c(c5)OCO6)CC4)ncnc32)cc1	0.2	-2.3	5.5	-32.3	-0.6	0.6	3.0	-1.3	1.3	-0.5	3.3
COc1ccccc1C(O)c1ncc(-c2cccc(C(F)(F)F)c2)[nH]1 (centres undefined)	-1.1	-1.3	-1.2	2.8	-0.5	/	3.5	-1.8	-0.4	-0.1	-1.2
CC(C)NC(=O)C1(C)Cc2c(-c3cccc(C(F)(F)F)c3)ccnc2O1 (centres undefined)	-2.6	-1.4	7.0	3.3	4.0	/	-7.6	-2.2	3.3	-1.3	-1.7

Only PLCb3 inh (2 entries from above):
canonical_smiles,PLCb3 inh
COc1ccccc1C(O)c1ncc(-c2cccc(C(F)(F)F)c2)[nH]1 (centres undefined),2.8
CC(C)NC(=O)C1(C)Cc2c(-c3cccc(C(F)(F)F)c3)ccnc2O1 (centres undefined),3.3
